HIF-2a block: inhibitors of HIF-2a; 786-0 RCC cells HIF-2a reporter, luciferase luminescence, overnight; inhibition, % at 18.8 µM; actives 0.72% (n = 360,000);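 active means inhibition of the luminescence signal of 40% or more relative to plate controls, in a single-dose primary screen at 18.75 µM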
Shn3 inh set2: inhibitors of Schnurri-3 3'UTR reporter in osteoblasts | Clone20 osteoblast Shn3 3'UTR firefly luciferase, 24 h | inhibition, % at 12.5 µM | actives 0.52% (n = 360,000);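 active means mean inhibition of at least 75% with every replicate also reaching 75%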;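 further: 0% = median of neutral control wells and 100% = pilot-screen positive control compound; some compounds past the cut are filed as inactive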
TRPM1 prom inh: reduces MITF-dependent TRPM1 promoter luciferase signal | SK-MEL-5 TRPM1 promoter luciferase, 24 h | inhibition, % at 12.5 µM | actives 0.83% (n = 330,000);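 active means mean inhibition across replicates of 60% or more, whatever share of single replicates reaches that level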; further: values of inactives mirror those of a sister screen read the other way
Peg3 promoter: reduces Peg3 promoter-driven luciferase expression in HeLa; HeLa PEG-Prom luciferase reporter, luminescence, overnight; inhibition, % at 20 µM; actives 1.7% (n = 360,000);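 active means inhibition of at least 50% at 20 µM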
NR2E3 ag-1: agonists of human NR2E3 nuclear receptor; Q9Y5X4; CHO-S Gal4-NCOR/VP16-NR2E3 two-hybrid, luciferase; inhibition of corepressor binding, % at 3.98 µM; actives 0.35% (n = 360,000); AID 602229;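 active means inhibition above the mean of all tested compounds plus 3 SD, cut at about 70% in these data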;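 further: 0% = DMSO with NR2E3 transfected cells and 100% = cells lacking NR2E3 construct; higher means lower luciferase signal from less NR2E3 corepressor binding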
Target sequence (Q9Y5X4 whole entry, looked up, the tested form may be a part): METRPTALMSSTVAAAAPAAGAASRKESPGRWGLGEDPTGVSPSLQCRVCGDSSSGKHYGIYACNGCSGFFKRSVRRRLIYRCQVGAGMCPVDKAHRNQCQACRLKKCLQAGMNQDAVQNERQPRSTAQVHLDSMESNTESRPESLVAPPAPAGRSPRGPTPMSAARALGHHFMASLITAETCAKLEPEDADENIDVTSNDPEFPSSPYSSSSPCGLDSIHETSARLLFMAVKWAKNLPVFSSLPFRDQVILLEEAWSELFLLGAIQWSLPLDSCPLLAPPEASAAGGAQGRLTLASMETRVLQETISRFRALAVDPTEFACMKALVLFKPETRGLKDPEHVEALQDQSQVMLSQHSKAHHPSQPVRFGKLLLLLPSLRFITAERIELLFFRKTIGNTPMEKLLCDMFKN
TRAIL sens C8: sensitizes caspase-8 expressing cells to TRAIL; inhibition (viability loss, TRAIL sensitization), % at 10 µM; AID 624354; NB7+C8 cells + TRAIL, ATPlite viability luminescence; actives 1% (n = 360,000);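 active means compounds causing at least 50% loss of cell viability in the single-dose screen, relative to plate controls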
CF NFkB inh: blocks PAF-induced NF-kB reporter in cystic fibrosis cells; KKLEB NF-kB-GFP reporter, GFP fluorescence overnight; inhibition, % at 5 µM; actives 0.86% (n = 360,000); AID 588850;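 active means at least 50% inhibition at 5 µM, scaled per plate between neutral and stimulator controls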;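 further: PAF is a Pseudomonas aeruginosa culture filtrate used as stimulus; plate controls were PAF-stimulated DMSO wells for no effect and unstimulated DMSO wells for full effect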
KKLEB cytotox: CF airway cell cytotoxicity counter-screen | KKLEB CF airway cells viability, ATPlite luminescence, overnight; stronger effect = lower value; cells stimulated with P. aeruginosa culture filtrate | activity change (cytotoxicity), % at 5 µM | actives 0.36% (n = 360,000);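 active means corrected activity change at or below -50% at 5 µM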
TROY signal inh: inhibitors of TROY-dependent NF-kB signaling. Q293 LMP1-TROYcd NF-kB luciferase reporter, 4 h. inhibition, % at 10 µM. actives 0.98% (n = 360,000). AID 1347056;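 active means compounds whose plate-normalised and pattern-corrected inhibition of the luciferase reporter signal at the single screening dose is 50% or more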
TWEAK Fn14 block: blocks TWEAK-Fn14 interaction in a reporter cell assay; AID 1159606; inhibition, % at 10 µM; actives 2% (n = 360,000); TWEAK-stimulated Fn14 reporter cells, luciferase luminescence, 8 h; in the data active means inhibition above about 50%
NR2E3 ag-2: agonists of human nuclear receptor NR2E3. Q9Y5X4. GST-NR2E3/biotin-RetCOR TR-FRET, 1536-well. inhibition of corepressor binding, % at 4.78 µM. actives 0.12% (n = 320,000). AID 2300;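 active means percent inhibition above the cutoff of mean plus 3 SD of all tested compounds, set per screening campaign, cut at about 20% in these data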;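 further: 0% = DMSO wells and 100% = biotin wells as full block of FRET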
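System: GST-NR2E3 and biotin-RetCOR proteins; probe or stimulus: 7 nM biotin-RetCOR; doses: compound at 4.8 µM, single dose; schedule: Compound–protein incubation for 5 h at 4 °C; detection: time-resolved FRET; read-out: percent inhibition; controls: biotin wells as high control, 0.6% DMSO wells as low control; format: 1536-well plates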
Starred values were filed as active, the others as inactive; x = not tested or not shown.

SMILES	HIF-2a block	Shn3 inh set2	TRPM1 prom inh	Peg3 promoter	NR2E3 ag-1	TRAIL sens C8	CF NFkB inh	KKLEB cytotox	TROY signal inh	TWEAK Fn14 block	NR2E3 ag-2
C=CCn1c(COc2ccccc2-c2ccccc2)nnc1SCC(=O)NC(=O)NCc1ccco1	1	-11	-7	13	-16	-7	-10	3	7	23	1
CC1CCC(NC(=O)CCS(=O)(=O)c2ccc3c(c2)NC(=O)CS3)CC1 (stereo not drawn)	1	-7	-9	16	-1	-24	-13	12	4	24	5
CCC1C(=O)NCCN1C(=O)CCc1nnc(CCc2ccc(OC)cc2)o1 (stereo not drawn)	-27	-4	-25	-11	-33	-10	-4	7	-17	6	1
O=C(NCCS(=O)(=O)NCc1ccccc1)c1ccccc1	13	-4	1	-6	-1	11	-2	-4	-17	13	-2
Cc1ccc(N2CN=C(c3ccccc3)NC2=S)cc1	-317	-81	-64	-289	-147	17	-5	5	11	-5	0
COc1ccc(-c2nc(CS(=O)CC(=O)NCCCN3CC(C)CC(C)C3)c(C)o2)cc1OC (stereo not drawn)	-1	8	-13	5	8	-3	2	10	2	-23	1
C=C(C)c1cccc(C(C)(C)NC(=O)NCc2ccc(OC)c(OC)c2)c1	12	25	6	22	9	-3	-3	12	-6	-8	4
COCCN(C(=O)COC(=O)C(C)(C)Oc1ccc(Cl)cc1)c1c(N)n(Cc2ccccc2)c(=O)[nH]c1=O	16	-5	-5	-2	-17	22	7	-13	-4	15	x
CCCS(=O)(=O)N1CCN=C1SCc1cccc(F)c1	4	-12	-7	11	-18	-10	-10	2	10	5	-3
N#CCCCC#Cc1ccc2c(c1)COc1c3ccccc3nn1-2	-19	-14	10	-40	-54	77*	-27	-50	81*	93*	0
COc1ccc(OC)c(N/C(C)=C/C(=O)c2ccc(C)o2)c1	-4	11	6	-9	-25	-3	5	0	10	10	0
COC1(OC)N=C(N)C2(C#N)C(c3ccccc3)NC(C)=CC12C#N (stereo not drawn)	-8	8	-12	-12	-13	-1	1	-6	-7	14	0
CC1CC(C)CN(C(=O)c2ccc3c(c2)N(Cc2ccccc2)CCS3)C1 (stereo not drawn)	-5	33	x	25	11	-8	19	12	-12	-5	2
CN=C(Nc1cc(Cl)ccc1Cl)SC1CC(=O)N(c2ccc(C(=O)OC)cc2)C1=O (stereo not drawn)	19	-8	-22	20	-50	-5	12	-1	3	10	-1
Cc1cc(C)n(C(C)n2nc(C)cc2C)n1	22	-16	-3	9	0	-4	-1	11	-5	21	0
CC1CCN(c2nc3ccccc3n2CC(=O)c2ccccc2)CC1	13	6	-8	6	-8	1	-19	-1	-9	7	-4
CC(C)CC(=O)Nc1ccc2ccccc2c1	11	-11	-3	5	1	13	-17	16	17	-24	4
Cc1ccc(C(=O)NCCc2nnc3ccc(SCC(=O)N4CCCCC4)nn23)cc1	-7	3	9	11	0	-21	-33	12	7	-6	3
CC1=CC(C)(C)NC(=S)N1NC(=O)c1ccccc1Cl	-5	-41	-10	-9	-38	-3	6	1	-1	-4	1
COc1ccc(OCCCC(=O)N(C)CC(=O)Nc2ccccc2Cl)cc1	1	6	10	8	10	14	-16	9	0	0	1
Cc1c(C(=O)NCCSCc2cccc(C(F)(F)F)c2)cnn1-c1ccc(Cl)cc1	2	1	1	14	-19	12	-24	3	28	1	2
COc1ccc(C(=O)Nc2ccc(N3CCN(C(=O)c4ccccc4)CC3)cc2)cc1[N+](=O)[O-]	5	23	9	13	-5	4	7	-4	4	-3	0
COc1ccc(NC(=O)Nc2nc(C(N)CC(C)C)cs2)cc1 (stereo not drawn)	15	4	x	11	-2	7	2	10	-4	-19	x
CCCn1nc(NC(=O)C(C)(C)C)c2cc3cc(OC)ccc3nc21	-4	-3	1	37	-10	7	-15	2	4	25	-1
CC(NC(=O)CN1CCCC1)c1ccccc1 (stereo not drawn)	9	-6	7	-57	12	-9	6	13	-18	7	3
Cc1cc(C)nc(NC(=O)CCN2C(=O)c3ccccc3S2(=O)=O)n1	8	1	-3	23	-3	-11	-10	0	16	-5	2
Cc1cc(Nc2ccccc2)nn1C(=O)c1ccc(Cl)cc1	-198	-20	-11	-35	-12	1	0	6	-89	-38	-1
O=C(Nc1ccc(Cl)cn1)Nc1ccc(Cl)cn1	-106	-5	-23	-47	1	-3	-2	-14	-44	-26	1
CN1C(=O)/C(=C/c2ccccc2F)Sc2ccc(C(=O)NCC3CCCO3)cc21 (stereo not drawn)	-2	4	9	27	-35	10	-9	12	14	17	-3
Cc1ccc2c(c1)nc1c3ccccc3nc(-c3ccccc3N)n21	-16	0	x	18	-4	-9	-22	-8	-31	0	x
O=C(O)C1(P(=O)(c2ccccc2)c2ccccc2)CCC1	12	5	15	18	-19	-3	17	-9	-11	-10	3
Cc1ccc(Nc2nc3ccccc3n3cnnc23)c(Cl)c1	-34	-7	-9	-13	-46	7	-3	14	-8	-12	-4
CCN(CC)CCCn1c2c(c(SCC(=O)Nc3ccc(OC(F)(F)F)cc3)nc1=O)CCC2	19	-15	-4	5	-9	-3	11	-9	14	-15	0
CCCNC(=O)c1ccc(S(=O)(=O)c2ccc(OC)cc2)c([N+](=O)[O-])c1	32	21	48	49	-1	12	42	-17	23	72*	2
Cc1ccc(-c2csc(N/N=C/c3ccco3)n2)c(C)c1	-149	-27	-42	-112	-89	46	-20	3	19	-35	2
Nc1nonc1C(=O)NCCNC(=O)c1ccccc1F	5	15	1	18	-24	-20	-9	10	1	10	3
NC(=O)CC(NC(=O)c1ccccc1)c1ccc(NC2CCN(Cc3ccccc3)CC2)c([N+](=O)[O-])c1 (stereo not drawn)	12	6	-3	-2	-15	-16	-34	10	12	3	-2
C(=N\n1cnnc1)/c1ccc(-c2ccccc2)cc1	-70	-19	26	-40	6	2	-14	10	-8	6	-2
c1ccc(C(=NNc2nc3ccccc3s2)c2ccccn2)cc1	-7	76	55	60*	90*	-34	-26	3	0	44	x
CCC1C(=O)NCCN1C(=O)c1ccc2nc(Cc3ccc(OC)cc3)oc2c1 (stereo not drawn)	-6	-20	-1	-23	17	-14	-4	-6	-13	-4	-4
O=C1c2cccc(OCC(=O)N3CCCc4ccccc43)c2CCN1Cc1ccc(F)cc1	0	40	-5	20	18	16	-12	-4	31	46	-1
N/C(=N\OC(=O)Cc1cccs1)c1ccc([N+](=O)[O-])cc1	-187	-36	-14	-117	-54	0	-2	-1	-48	-30	0
Cc1nc2cc(C(=O)O)ccc2s1	-176	-60	-67	-182	-104	-6	6	-1	-72	-3	-1
CC(C)Cn1c(-c2cccnc2)nc2c1c(=O)[nH]c(=O)n2CC(C)C	8	-9	1	5	-14	3	4	-4	0	13	0
CN1CCN(S(=O)(=O)c2ccc(NN)nc2)CC1	14	-19	-1	-6	-36	6	-4	-1	3	22	2
COc1ccc2cc3cc(C(=O)N4CCCCCC4)oc3nc2c1	-44	2	-13	-75	-100	50*	-9	-5	27	54*	2
CC(C)(C)CC(=O)Nc1ccccc1N1CCN(c2ccc(F)cc2)CC1	17	10	-4	14	-11	-4	10	-2	21	-11	2
Cc1ccc(CSC2=NCCN2C(=O)C2CC2)cc1	-1	0	-30	-24	-14	-5	-7	0	5	10	-2
Cc1cccc(NC(=O)c2cc(S(=O)(=O)N3CCCCC3)c[nH]2)c1C	4	0	9	10	1	-13	-1	-3	9	3	4
COc1cc(NC(=O)c2cc(OC)c(OC)c(OC)c2)c2ncccc2c1	-20	15	-18	0	-80	-4	1	10	10	-15	x
COc1cccc2sc(NNC(=O)C3=COCCO3)nc12	-157	-54	-19	-162	-10	2	-10	1	29	11	2
O=C(Oc1ccc2c(=O)c(Cl)coc2c1)c1ccncc1	4	-46	5	4	0	6	8	3	-27	-4	1
CCCCOC(=O)Nc1ccccc1C(N)=O	-57	-2	-16	-28	-37	1	5	-1	-20	1	0
CN(C)/C=N/c1ncc(C(=O)c2ccc(Cl)cc2Cl)s1	-27	2	10	-17	-23	-1	-11	-17	-11	-7	3
O=C(c1cc(-c2cccnc2)nc2ccc(Br)cc12)N1CCN(c2ncccn2)CC1	-31	-1	-4	40	-15	21	2	-11	-12	40	4
CS(=O)(=NS(=O)(=O)c1ccc(Cl)cc1)c1ccccc1 (stereo not drawn)	2	-9	4	11	9	-2	-1	-5	5	-5	4
Cc1nn(-c2ccccc2)c(C)c1/C=N/NC(=O)c1ccccc1O	-81	-24	-6	-59	12	19	1	-3	-23	-14	x
Cn1nc(C(=O)Nc2nc(-c3ccccn3)cs2)c2ccccc2c1=O	-16	51	9	11	-21	27	-4	-6	-5	-16	x
CCOc1ccc(-n2cc(C(=O)Nc3ccc(Cl)cn3)c3cc(OC)c(OC)cc3c2=O)cc1	-5	-4	4	2	-12	-5	4	7	-11	-8	x
CCOc1ccc2c(c1)C(C)=CC(C)(C)N2C(=O)Nc1ccccc1	-39	-15	0	-17	3	0	-11	-4	-3	-6	1

Two records picked at random from those above:
SMILES	HIF-2a block	Shn3 inh set2	TRPM1 prom inh	Peg3 promoter	NR2E3 ag-1	TRAIL sens C8	CF NFkB inh	KKLEB cytotox	TROY signal inh	TWEAK Fn14 block	NR2E3 ag-2
CCOc1ccc2c(c1)C(C)=CC(C)(C)N2C(=O)Nc1ccccc1	-39	-15	0	-17	3	0	-11	-4	-3	-6	1
CC(C)(C)CC(=O)Nc1ccccc1N1CCN(c2ccc(F)cc2)CC1	17	10	-4	14	-11	-4	10	-2	21	-11	2

Some of these compounds in order of count of non-hydrogen atoms, high to low:
SMILES	HIF-2a block	Shn3 inh set2	TRPM1 prom inh	Peg3 promoter	NR2E3 ag-1	TRAIL sens C8	CF NFkB inh	KKLEB cytotox	TROY signal inh	TWEAK Fn14 block	NR2E3 ag-2
N/C(=N\OC(=O)Cc1cccs1)c1ccc([N+](=O)[O-])cc1	-187	-36	-14	-117	-54	0	-2	-1	-48	-30	0
CN(C)/C=N/c1ncc(C(=O)c2ccc(Cl)cc2Cl)s1	-27	2	10	-17	-23	-1	-11	-17	-11	-7	3
Cc1ccc(CSC2=NCCN2C(=O)C2CC2)cc1	-1	0	-30	-24	-14	-5	-7	0	5	10	-2

Next part:
SMILES	HIF-2a block	Shn3 inh set2	TRPM1 prom inh	Peg3 promoter	NR2E3 ag-1	TRAIL sens C8	CF NFkB inh	KKLEB cytotox	TROY signal inh	TWEAK Fn14 block	NR2E3 ag-2
Cc1ccc(-n2ccnc(SCC(=O)NCCc3ccccc3)c2=O)cc1F	-5	-17	-7	-1	-26	-46	0	3	-9	-26	0
Cc1nn(C)c(C(=O)N/N=C/c2ccc(C(F)(F)F)cc2)c1[N+](=O)[O-]	11	6	2	2	18	9	7	-3	9	-4	5
COc1ccc([C@H]2C[C@H](O)[C@@H](n3cc(COC(=O)c4ccccc4)nn3)CN2CC2CCCCC2)cc1	16	6	x	8	21	8	-10	-10	-4	-57	x
CCCCN(CC)CCNC(=O)c1[nH]c(C)c(C(C)=O)c1C	8	10	-1	-3	1	-4	-2	-12	0	-3	0
COc1ccc(N2C(=O)CSC2c2ccccc2[N+](=O)[O-])cc1 (stereo not drawn)	6	12	4	-11	16	22	-6	6	-18	-15	0

Bioassay records deposited in PubChem by several laboratories.

Not all compounds are listed; the hit share may differ from the screen's.
